EP2 modulator – EP2 receptor modulators, cAMP readout, primary screen, cell-based, HTRF cAMP, PGE2 stimulation; Prostaglandin E2 receptor EP2 subtype (Homo sapiens), P43116; EP2-expressing cells, cAMP HTRF FRET, PGE2 co-stimulation; induction, % at 25 µM; hit rate 0.83% among 260,000;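 active = compounds whose cAMP rise, as percent of the full-agonist control response, exceeds 60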;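 also: rat C6 glioma line stably carrying human EP2 under a CMV promoter; the protocol text gives 20 µM as final concentration; 100% = response of wells given 1 µM PGE2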
Target sequence (P43116 whole entry, looked up): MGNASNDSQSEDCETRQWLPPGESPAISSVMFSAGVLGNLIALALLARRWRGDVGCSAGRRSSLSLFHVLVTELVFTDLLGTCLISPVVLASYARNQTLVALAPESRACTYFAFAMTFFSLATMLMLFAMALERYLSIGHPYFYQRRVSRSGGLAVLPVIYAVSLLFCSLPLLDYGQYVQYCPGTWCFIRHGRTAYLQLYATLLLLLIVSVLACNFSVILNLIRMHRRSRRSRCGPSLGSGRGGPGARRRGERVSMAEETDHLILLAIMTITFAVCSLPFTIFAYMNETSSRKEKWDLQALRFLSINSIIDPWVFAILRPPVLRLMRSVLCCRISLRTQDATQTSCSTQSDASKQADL
PGE2 EP2 inh – human EP2 receptor antagonists, primary screen, TR-FRET cAMP, C6 glioma cells. Prostaglandin E2 receptor EP2 subtype (Homo sapiens), P43116. C6 glioma cells expressing human EP2; cells stimulated with saturating PGE2. inhibition, % at 25 µM. hit rate 0.52% among 260,000. AID 1422, 2008;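 active = percent inhibition above 40 after rounding to a whole number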;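 also: rat C6 glioma host cells with rolipram phosphodiesterase inhibitor present; the protocol text gives 20 µM as final concentration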
* hit, by the source's call.

SMILES	EP2 modulator	PGE2 EP2 inh
COC(=O)[C@@H]1CN(C(=O)C2CCN(S(C)(=O)=O)CC2)C[C@H]1c1ccc(OC)cc1	-52	8
CC(C)(C)C(=O)CNS(=O)(=O)c1ccc(S(=O)(=O)N2CCCC2)cc1	-35	8
COc1ccc(-c2ccc(SCC(=O)N(C(C)C)C(C)C)nn2)cc1OC	-5	12
CCOC(=O)c1sc2ncn(CC(=O)OC(C)C)c(=O)c2c1C	-30	6
COc1cc(CN(CCCN(C)C)Cc2ccccn2)cc2c1OCO2	17	2
CCOC(=O)c1c(NC(=S)NC(=O)c2cccnc2)sc2c1CCCCC2	19	9
CC1CCCN(C(=O)CSc2nnc(-c3cccnc3)n2Cc2ccccc2)C1 (configuration not stated)	-30	9
C/C(Cl)=C\Cn1c(NCc2ccc(C)cc2)nc2c1c(=O)n(C)c(=O)n2C	-13	10
COc1cc(/C=C/c2cc(C(F)(F)F)[nH]c(=O)n2)cc(Cl)c1O	10	14
N#CCCN1CCN(C2=NC(=O)/C(=C\c3ccc(-c4ccccc4Cl)o3)S2)CC1	-71	12
C[C@@]12CC[C@H]3c4ccc(O)cc4CC[C@@H]3[C@H]1CC[C@H]2OC(=O)CCC1CCCC1	-10	8
Cc1nc(SCC(=O)c2c(C)[nH]c3ccccc23)n[nH]1	-31	8
O=S(=O)(Nc1ccc(F)cc1F)c1ccc2c(c1)OCCO2	-26	8
COCCn1c(SCC(=O)c2cc(OC)ccc2OC)nnc1-c1ccco1	4	13
Cc1cc(OCc2nnc(SCC(=O)NC3CCCCC3)n2C)ccc1Cl	7	12
Cc1cc(C)nc(SCc2nnc(SCC(=O)N3CCCCC3)n2Cc2ccco2)n1	21	13
CCOc1cccc(C2C(C(=O)c3ccco3)=C(O)C(=O)N2CCCOC)c1 (configuration not stated)	-3	11
O=C(Nc1cccnc1)OCCc1ccccn1	19	11
COc1cc(C2C(C#N)=C(N)OC3=C2C(=O)CC(C)(C)C3)cc(Br)c1O (configuration not stated)	-1	15
COc1ccccc1N1CCN(C(=O)CSc2nc3c(C)cccc3cc2C#N)CC1	-42	18
N#CSc1cnc(N)s1	-120	111*
COc1cccc(C2Nc3ccc(I)cc3C3C=CCC32)c1OC (configuration not stated)	5	10
Cc1ccc2[nH]c(=O)c(CN(CCO)C(c3nnnn3C(C)(C)C)C(C)C)cc2c1 (configuration not stated)	-9	8
CCn1c(SCC(=O)NC2CCCC2)nnc1-c1ccncc1	-20	8
COc1ccccc1NC(=O)CSc1nc(-c2ccc(OC)c(OC)c2)cc(C(F)(F)F)n1	5	13
C/C(Cl)=C/Cn1c(N2CCCCC2)nc2c1c(=O)n(C)c(=O)n2C	51	11
COc1ccc2nc(SCC(=O)N3c4ccc(F)cc4CCC3C)c(C#N)cc2c1 (configuration not stated)	-1	9
O=NN(Cc1ccc(Cl)cc1)[C@@H](C(=O)O)c1ccccc1	-30	7
COc1cc(-c2nnc(SCC(=O)N3CCC(C)CC3)o2)cc(OC)c1OC	-37	9
O=C1CC[C@](CCc2nc3ccccc3[nH]2)(c2ccccc2)C(=O)N1	12	13
Cc1cc(C)c2[nH]c(=O)c(CN(CCN3CCOCC3)C(=O)Nc3ccc(F)cc3)cc2c1	11	12
CCN1CCN(C(c2ccccc2)c2nnnn2CC2CCCO2)CC1 (configuration not stated)	-1	7
COc1ccc(-n2nnnc2SCC(=O)Nc2cc(C)on2)cc1	-33	5
CCn1c(COc2ccccc2)nnc1SCC(=O)Nc1ccc(OC)cc1	-8	11
COC(=O)c1ccc(NC(=O)C[n+]2ccccc2C)cc1	10	8
CCc1nc2ccc(NC(=O)c3sc4ncn(C)c(=O)c4c3C)cc2[nH]1	-59	7
CN1C(=O)SC(CC(=O)Nc2nc3c(s2)CCc2c-3cnn2C)C1=O (configuration not stated)	-36	10
CC(C)(C)C1=NN(CC(=O)Nc2nccs2)C(=O)c2cc3ccccc3n2C1	33	6
O=C(O)CC(CC(=O)Nc1ccccn1)c1ccccc1 (configuration not stated)	4	11
CN(C(=S)S)C1CCS(=O)(=O)C1 (configuration not stated)	-2	9
COc1ccc2nc3c(cc2c1)CN(CC1CC1)C(=O)CO3	-34	7
O=C(Cn1cc(C(=O)c2ccccc2)c2ccccc21)NC1CCCC1	-7	11
Cc1ccc(C(=N)c2ccccc2Cc2cccc3ccccc23)c2ccccc12	39	40*
CC(C)(C)c1nc2ccccc2c2nnc(SCC(=O)Nc3ccc(N4CCOCC4)cc3)n12	10	14
COc1cc2c(cc1OC)-c1cc(=Nc3c(C)cc(C)cc3C)n(C)c(=O)n1CC2	67*	6
c1cn2c(NCC3CCCO3)c(-c3ccc(N4CCCC4)cc3)nc2cn1 (configuration not stated)	-109	8
CC(C)C(=O)N1CCC(c2nc(-c3ccc(N(C)C)cc3)no2)CC1	-30	6
CC(C)C(=O)NC(c1ccc(F)c(F)c1)c1nccn1C (configuration not stated)	7	2
CCn1c(=O)c2c(nc(SCC(=O)c3ccc(F)cc3)n2C)n(C)c1=O	-32	4
O=c1[nH]c(=O)n([C@H]2C[C@H](O)[C@@H](CO)O2)cc1Br	1	14
O=C(Nc1ccc2c(c1)OCO2)C1CCN(C(=O)c2ccccc2Cl)CC1	-30	10
Cc1[nH]c2c(C(=O)Nc3ccc(CCC(=O)N4CCCC4)cc3)cccc2c1C	-87	4
CCOc1ccc(C(=O)Nc2ccc(N3CCN(S(C)(=O)=O)CC3)cc2)cc1Cl	-7	13
COc1cc2c(cc1CN(Cc1ccc3c(c1)OCO3)CC(C)O)OCO2 (configuration not stated)	-26	0
COc1ccc(-c2cc3nc(C)c(C)c(N(C)CCO)n3n2)cc1OC	-5	14
O=C(Nc1cccc(O)c1)c1cc(-c2ccccc2Cl)on1	-137	14
O=C(CN1C(=O)[C@H]2CCCN2C(=O)c2ccccc21)Nc1cccc2ccccc12	-4	6
O=S1(=O)CCN(c2ccccc2CC(c2c[nH]c3ccccc23)c2c[nH]c3ccccc23)CC1	7	52*
CN(C)Cc1cc(C(C)(C)C)cc(CNC2CCCCC2)c1O	33	38
CCOc1ccc(OCC)c(NC(=O)CSc2nnc3c(n2)C2(C)CCC3C2(C)C)c1 (configuration not stated)	14	14
The results go on:
SMILES	EP2 modulator	PGE2 EP2 inh
COc1ccc(Cl)cc1NC(=O)COC(=O)c1ccccn1	-25	6
CCCC(c1nnnn1C(C)(C)CC)N1CCN(c2ccccc2)CC1 (configuration not stated)	31	7
Cc1cnc(C(=O)N[C@H](Cn2nnc3ccccc32)C(C)C)cn1	-12	8
CCCNc1nc2c(c(=O)n(C)c(=O)n2C)n1CCCc1ccccc1	-5	11
CC1CCc2c(sc(NC(=O)/C=C/C(=O)O)c2C#N)C1 (configuration not stated)	-13	10
CCOc1ccc2nc(N3CCCN(C(=O)c4ccc(Cl)cc4)CC3)c(C#N)cc2c1	-29	1
C#CCOc1ccc(C2C(C#N)=C(N)OC3=C2C(=O)CCC3)cc1Cl (configuration not stated)	-13	8
Cc1ccc2[nH]c(=O)c(CN(Cc3ccc(F)cc3)C(c3nnnn3C(C)(C)C)C(C)C)cc2c1 (configuration not stated)	47	13
CC(=O)C(C)n1c(CN2CCCCC2)nc2c1c(=O)n(C)c(=O)n2C (configuration not stated)	-13	5
O=C(CSc1nnc2n(Cc3ccccc3F)c3ccccc3n12)N1CCCCC1	-16	9
CCC(CC)C(=O)Nc1nnc(SCC(=O)Nc2ccccc2F)s1	4	10
O=C(Cn1nnc(-c2cccs2)n1)NCC1OCCc2ccccc21 (configuration not stated)	-20	12
Cc1ccccc1-c1nnc(SCC(=O)O)n1C	-11	9
COC(=O)c1c(NC(=O)c2cccc(Cl)c2)sc(C(=O)Nc2cccc(OC)c2)c1C	-10	8
Cc1ccc(-n2c(SCC(N)=O)nnc2-c2ccncc2)cc1	8	12
COc1ccc([C@H](O)c2ccccn2)cc1	15	9
Cc1cccc2cc(CN(CCN3CCOCC3)C(=S)NCc3ccco3)c(=O)[nH]c12	-13	6
Cc1nn(-c2ccccc2)c2[nH]c(=O)c(CNCC3COc4ccccc4O3)cc12 (configuration not stated)	-15	8
O=c1[nH]c(N2CCOCC2)nc2c1CN(Cc1nnnn1Cc1ccccc1)CC2	5	10
CCc1nn(CC(=O)NC2(c3ccc4c(c3)OCO4)CCCC2)c(=O)c2ccccc12	15	4
COc1ccc(NC(=O)N(Cc2cc3ccc(C)cc3[nH]c2=O)C2CCCC2)cc1	-25	15
C=C1C2CC[C@@]3(C)[C@H](c4ccoc4)OC(=O)C[C@]13O[C@H]1CC(=O)C(C)(C)C(CC(=O)OC)C21C (some centres not stated)	16	9
CCc1cccc(CC)c1NC(=O)CSc1nc2cc3c(cc2cc1C#N)OCCO3	63*	33
Cc1nc2c(c(=O)[nH]1)CCN(C(=O)c1cc(C3CC3)nc3ccccc13)C2	-18	9
CC(CC(=O)Nc1ccc(S(=O)(=O)N2CCCCC2)cc1)c1ccccc1 (configuration not stated)	-96	22
Cn1c(C(=O)OCC(=O)NC(C)(C)C)cc2occc21	-40	8
O=C(O)[C@H]1CN(C(=O)C2CCCO2)C[C@@H]1c1ccc(F)cc1 (some centres not stated)	13	7
Cc1cc(=O)oc2cc(OCC(=O)Nc3ccccc3-c3ccccc3)ccc12	31	12
CC(=O)Oc1ccc2c(c1)CCC1C2CC[C@@]2(C)C1CC[C@@H]2OC(C)=O (some centres not stated)	34	16
COc1ccccc1C1(NCc2cnn(C)c2)CCCC1	-5	6
COc1ccc(Cl)cc1NC(=O)CSc1nnc2c(n1)[nH]c1ccc(F)cc12	-75	10
CC1=NN(C(=O)CSCc2ccccc2Cl)C(O)(C(F)(F)F)C1 (configuration not stated)	-44	15
O=c1sc2ccccc2n1CCOc1ccccc1Cl	23	9
Cn1c(=O)oc2cc(S(=O)(=O)NCc3ccccc3CN3CCCCC3)ccc21	2	3
COc1ccc(-c2ncc(CNC3(c4cccc(F)c4)CC3)cn2)cc1	-64	6
CC(Sc1nc(-c2ccccc2)cc(C(F)(F)F)n1)C(=O)NC1CCCC1 (configuration not stated)	-123	8
COc1ccc(CN(Cc2cccnc2)Cc2ccco2)cc1Cn1ccnc1	5	5
COc1ccc(NC(=O)CSc2nnc(COc3cccc(C)c3)n2C)cc1	-25	12
COc1ccccc1NC(=O)Cn1nc(-c2cc(C)oc2C)cc(N)c1=O	-43	12
Nc1cc(N)nc(SCc2ccccc2Cl)n1	-68	12
CC(=O)Nc1ccc(N(C(=O)c2ccco2)C(C(=O)NC2CCCC2)c2cccnc2)cc1 (configuration not stated)	22	18
Cc1ccc(Cl)cc1N(C(=O)c1csnn1)C(C(=O)NC(C)(C)C)c1cccs1 (configuration not stated)	4	6
CCN(CC)c1ccc2cc(-c3nnc(-c4ccccc4O)o3)c(=O)oc2c1	-62	15
CCCOc1cccc(C2C(C(=O)c3ccc(C)o3)=C(O)C(=O)N2CCN(C)C)c1 (configuration not stated)	8	13

21 structures from above, ordered by SMILES length, rising:
SMILES	EP2 modulator	PGE2 EP2 inh
O=C(Nc1cccnc1)OCCc1ccccn1	19	11
COc1ccc([C@H](O)c2ccccn2)cc1	15	9
CCn1c(SCC(=O)NC2CCCC2)nnc1-c1ccncc1	-20	8
Cn1c(C(=O)OCC(=O)NC(C)(C)C)cc2occc21	-40	8
COc1ccc2nc3c(cc2c1)CN(CC1CC1)C(=O)CO3	-34	7
CCN1CCN(C(c2ccccc2)c2nnnn2CC2CCCO2)CC1 (configuration not stated)	-1	7
O=C(Cn1nnc(-c2cccs2)n1)NCC1OCCc2ccccc21 (configuration not stated)	-20	12
CCOC(=O)c1sc2ncn(CC(=O)OC(C)C)c(=O)c2c1C	-30	6
CCCNc1nc2c(c(=O)n(C)c(=O)n2C)n1CCCc1ccccc1	-5	11
COc1ccc(-c2ncc(CNC3(c4cccc(F)c4)CC3)cn2)cc1	-64	6
COc1ccc(-c2ccc(SCC(=O)N(C(C)C)C(C)C)nn2)cc1OC	-5	12
CC(=O)C(C)n1c(CN2CCCCC2)nc2c1c(=O)n(C)c(=O)n2C (configuration not stated)	-13	5
COc1ccccc1N1CCN(C(=O)CSc2nc3c(C)cccc3cc2C#N)CC1	-42	18
Cn1c(=O)oc2cc(S(=O)(=O)NCc3ccccc3CN3CCCCC3)ccc21	2	3
CC(C)(C)C1=NN(CC(=O)Nc2nccs2)C(=O)c2cc3ccccc3n2C1	33	6
COc1ccc(NC(=O)N(Cc2cc3ccc(C)cc3[nH]c2=O)C2CCCC2)cc1	-25	15
Cc1ccc(Cl)cc1N(C(=O)c1csnn1)C(C(=O)NC(C)(C)C)c1cccs1 (configuration not stated)	4	6
CC(=O)Oc1ccc2c(c1)CCC1C2CC[C@@]2(C)C1CC[C@@H]2OC(C)=O (some centres not stated)	34	16
Cc1ccc2[nH]c(=O)c(CN(CCO)C(c3nnnn3C(C)(C)C)C(C)C)cc2c1 (configuration not stated)	-9	8
COC(=O)c1c(NC(=O)c2cccc(Cl)c2)sc(C(=O)Nc2cccc(OC)c2)c1C	-10	8
O=S1(=O)CCN(c2ccccc2CC(c2c[nH]c3ccccc23)c2c[nH]c3ccccc23)CC1	7	52*

Screening data from PubChem.

A portion of the library; count on the stated rates, not on these rows.
